MITF inh = inhibitors of human MITF; O75030; AlphaScreen MITF homodimerization, bead proximity signal; inhibition, % at 2.6 µM; actives 0.91% (n = 650,000); in the data active means inhibition above about 50%;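 further: 0% = vehicle wells with protein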
Target sequence (O75030 whole entry, looked up): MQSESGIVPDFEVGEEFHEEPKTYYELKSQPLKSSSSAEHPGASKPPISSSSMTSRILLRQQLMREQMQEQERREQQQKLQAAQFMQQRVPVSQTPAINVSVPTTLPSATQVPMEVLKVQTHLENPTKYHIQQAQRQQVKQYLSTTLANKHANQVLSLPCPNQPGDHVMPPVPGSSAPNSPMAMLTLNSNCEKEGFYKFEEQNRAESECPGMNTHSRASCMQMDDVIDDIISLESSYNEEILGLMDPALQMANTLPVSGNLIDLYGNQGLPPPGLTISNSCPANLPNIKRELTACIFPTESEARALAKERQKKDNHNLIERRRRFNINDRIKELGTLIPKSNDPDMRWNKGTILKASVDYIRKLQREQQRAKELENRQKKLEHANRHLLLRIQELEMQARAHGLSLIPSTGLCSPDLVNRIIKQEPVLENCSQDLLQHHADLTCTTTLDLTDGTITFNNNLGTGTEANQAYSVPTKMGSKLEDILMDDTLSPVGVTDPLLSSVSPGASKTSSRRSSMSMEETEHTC
TEAD-YAP inh = TEAD-YAP interaction inhibition | HEK-TIYL cells, TEAD-Gal4/YAP UAS-luciferase luminescence | inhibition, % at 9.12 µM | actives 1.4% (n = 640,000) | AID 1259422; in the data active means inhibition above about 32%;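 further: 0% = median of test compound wells and 100% = reference inhibitor wells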
FBW7 act = human FBW7 E3 ligase activation, primary screen; AlphaScreen FBW7–phospho-cyclin E peptide binding, activator screen; normalized activity (activation), % at 26.1 µM; actives 0.13% (n = 650,000); AID 1259310; in the data active means normalized activity above about 1.9%;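 further: purified mutant Fbw7 with reduced substrate affinity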
GPR151 ag = human GPR151 activation; actives 1% (n = 650,000); Q8TDV0; PathHunter beta-arrestin GPR151 cells, luminescence; activation, % at 11.2 µM; in the data active means activation above about 4.9%;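 further: 0% = median of compound wells and 100% = cells with positive control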
Target sequence (Q8TDV0 whole entry, looked up): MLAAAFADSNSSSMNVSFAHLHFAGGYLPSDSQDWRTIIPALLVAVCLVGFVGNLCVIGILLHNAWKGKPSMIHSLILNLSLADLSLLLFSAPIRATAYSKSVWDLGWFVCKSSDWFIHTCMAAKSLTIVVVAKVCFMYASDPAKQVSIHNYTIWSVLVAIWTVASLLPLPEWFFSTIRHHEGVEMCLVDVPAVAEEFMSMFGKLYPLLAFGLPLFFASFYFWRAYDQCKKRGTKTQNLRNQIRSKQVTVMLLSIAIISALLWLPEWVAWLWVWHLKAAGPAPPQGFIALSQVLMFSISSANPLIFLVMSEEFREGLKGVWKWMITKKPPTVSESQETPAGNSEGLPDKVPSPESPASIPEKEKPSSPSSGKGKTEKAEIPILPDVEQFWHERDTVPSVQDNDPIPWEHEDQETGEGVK
Active calls of the source: *; & = joins results of further samples.

SMILES | MITF inh | TEAD-YAP inh | FBW7 act | GPR151 ag
COc1ccccc1NC(=O)Cn1c(=O)n(Cc2cccs2)c(=O)c2cccnc21 | 15 | 9 | 0.8 | -2.0
CCCN(C(=O)c1cccs1)C1CCN(C)CC1 | 10 | -4 | -0.2 | 1.6
Cc1nnc2sc(NC(=O)c3cccs3)nn12 | 5 | -2 | 0.2 | -4.2
CCOc1ncccc1C(=O)OCc1nc2ccccc2s1 | -4 | 0 | 0.0 | -1.2
Cc1ccccc1C(=O)c1ccc2c(c1)n(C)c(=O)n2C | 3 | -9 | 0.1 | 1.4
CC1=C(C(=O)Nc2ccc(Cl)cc2)C(c2ccccc2Cl)C(C#N)=C(SCC(N)=O)N1 (stereo not given) | -11 | -8 | -0.1 | 1.2
Cc1ccccc1Nc1nc(N)nc(CN(C)Cc2ccc(Cl)cc2)n1 | -10 | -12 | -1.1 | 0.3
COc1cc(/C=C2/SC(=Nc3ccccc3)N(c3ccccc3)C2=O)cc2sc(=N)oc12 | 2 | 0 | 0.1 | -0.5
CCC(C)OC(=O)C1=C(C)NC(=O)NC1c1ccccc1OC(C)C (stereo not given) | 11 | 7 | -0.2 | 2.3
NC(=O)c1ccccc1NS(=O)(=O)c1cc(C(=O)O)c(Cl)cc1Cl | 10 | -10 | 0.2 | 1.0

In the list so far, these contain two or more sulfur atoms.
SMILES | MITF inh | TEAD-YAP inh | FBW7 act | GPR151 ag
Cc1nnc2sc(NC(=O)c3cccs3)nn12 | 5 | -2 | 0.2 | -4.2
COc1cc(/C=C2/SC(=Nc3ccccc3)N(c3ccccc3)C2=O)cc2sc(=N)oc12 | 2 | 0 | 0.1 | -0.5

Other entries follow:
SMILES | MITF inh | TEAD-YAP inh | FBW7 act | GPR151 ag
OCCC1CN(C2CSCCSC2)CCN1Cc1ccc(F)c(F)c1 (stereo not given) | 14 | -10 | 0.0 | -0.4
O=C(Nc1sc2c(c1-c1nc3ccccc3s1)CCCC2)c1cc(=O)c2ccccc2o1 | 1 | -1 | 0.3 | 1.0
C1CCCN(Cc2nnnn2CC2CCCO2)CC1 (stereo not given) | 8 | -4 | 0.2 | 0.8
O=C1CSC(c2ccc(Br)cc2)N1c1ccc(Oc2ccc(Cl)cc2)cc1 (stereo not given) | 15 | -1 | 0.0 | 1.5
O=C(COC(=O)c1cccc(NC(=O)c2ccc(Br)cc2)c1)c1ccc([N+](=O)[O-])cc1 | 6 | -20 | 0.0 | -1.2
COc1cc(C(=O)Nc2ccccc2-c2nc3ccccc3s2)cc(OC)c1OC | -3 | 53* | 0.0 | -1.4
Cc1ccc(C2=C/C(=C/c3cc4c(cc3[N+](=O)[O-])OCO4)C(=O)O2)cc1 | -3 | 10 | -0.2 | -0.6
CC1(C)OC(=O)C(=CNc2ccccc2O)C(=O)O1 | -7 | 8 | 0.1 | 0.6
CNC(=O)CN1C(=O)COc2ccc(S(=O)(=O)N3CCCCCC3)cc21 | 10 | -4 | 0.7 | 0.1
CN1C(CC(=O)c2ccccc2)CCCC1CC(O)c1ccccc1 (stereo not given) | -6&24 | -5&-4 | 0.0&0.0 | -0.4&3.2
COc1ccc(C(C)=O)c(OC(=O)c2ccco2)c1 | -19 | -2 | -0.2 | 0.5
CN1CCN(c2ccc(CNS(=O)(=O)Cc3cccc(C(F)(F)F)c3)cc2)CC1 | 4 | 38* | -0.2 | 0.1
C1=CC2C(C1)C1CC2C2C1N=NN2c1ccccc1 (stereo not given) | -3 | -5 | -0.2 | -0.9
CNc1nnc(-c2ccc([N+](=O)[O-])cc2)s1 | 2 | -11 | -0.2 | 1.0
O=C1CN(c2ccc(O)cc2)C(=O)N1CCS(=O)(=O)Oc1ccccc1 | 7 | -3 | 0.1 | 0.9
COc1ccccc1N1CCN(c2cc(N3CCN(CCO)CC3)ccc2[N+](=O)[O-])CC1 | 13 | 5 | 0.0 | -0.3
C/C(=N\NC(=O)c1cccnc1)c1ccc2c(c1)Nc1ccccc1S2 | 19 | -14 | 0.8 | -0.7
CC(C)CCNC(=O)NC(=O)CC1=C(O)CC(C)(C)CC1=O | 1 | 6 | -0.1 | -0.3
CCc1c(C)sc(NC(=O)C2C3CCC(C3)C2C(=O)O)c1C(=O)OC(C)C (stereo not given) | -4 | 25 | -0.1 | 1.7
Cc1c(Cl)cccc1NS(=O)(=O)c1cn(C)c(=O)n(C)c1=O | -1 | 2 | -0.2 | 1.1
COc1ccc(CCNC(=O)COc2ccc3c(C)cc(=O)oc3c2)cc1OC | 16 | 12 | 0.4 | -0.4
CCN(CC)c1nc(NCCc2ccc(O)cc2)nc(Nc2cc(OC)c(OC)c(OC)c2)n1 | 2 | -2 | -0.1 | 1.2
COc1ccc([N+](=O)[O-])cc1NC(=S)NC(C)=O | -6 | -2 | -0.2 | -0.2
O=C(Nc1ccc(N2CCOCC2)cc1)c1ccc(Cl)c([N+](=O)[O-])c1 | 0 | 4 | 0.0 | 0.1
Cc1nn(-c2ccccc2)c(C)c1CC(=O)NCC1Cc2cc(-c3cncnc3)ccc2O1 (stereo not given) | -2 | -12 | 0.1 | 1.3
COc1ccc(Nc2nc3ccc(C)cc3n3nnnc23)cc1 | 9 | 3 | 0.1 | -0.9
Clc1cccc2nnc(-c3cccc(I)c3)n12 | 10 | 16 | 0.4 | -1.1
CCN(CCCNC(=O)c1nc(-c2cccnc2)no1)Cc1ccccc1 | 1 | 7 | -0.1 | 1.9
Cc1cccc(-c2nnc(NC(=O)C(C)(C)C)s2)c1 | 8 | -38 | 0.0 | -1.8
Cc1nc(CCN2C(=O)c3ccccc3C2=O)n[nH]1 | -1 | 5 | 0.0 | 1.8
CCc1ccc(CN2CC[C@H]3[C@H](CCC(=O)N3CCCn3ccnc3)C2)cc1 | 11 | 18 | 0.9 | 0.0
COc1ccc2c(c1)CC(c1nc3cc(-c4ccncc4)cnc3s1)CO2 (stereo not given) | 21 | -5 | -0.1 | 0.1
C=CCn1c2ccccc2c2nnc(SCCN3CCCCC3)nc21 | 8 | 1 | -0.1 | 1.7
Cc1ccc(C(=O)N/C(=C\c2cn(-c3ccccc3)nc2-c2ccccc2)C(=O)NN)cc1 | -11 | 6 | 0.8 | 0.6
CCOC(=O)COc1ccc(C2C(C(=O)OC)=C(C)NC3=C2C(=O)c2ccccc23)cc1 (stereo not given) | 11 | -4 | -0.2 | 0.2
CC(C)(C)NC(=O)C1CC(c2ccccc2F)=NO1 (stereo not given) | -8 | -34 | 0.0 | 0.1
Cn1c(SCC(=O)Nc2ccc(F)cc2)nnc1-c1ccc(C(C)(C)C)cc1 | -4 | 10 | 0.0 | 0.3
O=C(NC1CCCC1)C(Cc1ccccc1)NS(=O)(=O)c1cccs1 (stereo not given) | 3 | -5 | 0.0 | -1.2
CC(c1ccccc1)C1CC(=O)N(c2ccc(I)cc2)C1=O (stereo not given) | -9 | 4 | -0.1 | 0.8
COc1ccc(-c2cnn(-c3ccccc3)c2N)cc1OC | 11 | 3 | 0.0 | 1.9

Not a retest: 2 of the compounds above.
SMILES | MITF inh | TEAD-YAP inh | FBW7 act | GPR151 ag
CNC(=O)CN1C(=O)COc2ccc(S(=O)(=O)N3CCCCCC3)cc21 | 10 | -4 | 0.7 | 0.1
CN1C(CC(=O)c2ccccc2)CCCC1CC(O)c1ccccc1 (stereo not given) | -6&24 | -5&-4 | 0.0&0.0 | -0.4&3.2

(next part)
SMILES | MITF inh | TEAD-YAP inh | FBW7 act | GPR151 ag
CC1CN(c2ccccc2)c2nc3c(c(=O)n(Cc4ccccc4F)c(=O)n3C)n2C1 (stereo not given) | 6 | -12 | -0.4 | 1.2
O=C(Nc1cccc(F)c1)C1CC12CCN(C(=O)c1cc[n+]([O-])cc1)CC2 (stereo not given) | 15 | 9 | 0.1 | -0.4
CCCCCn1c(=S)[nH]c2cc(C(=O)N3CCN(C(=O)OCC)CC3)ccc2c1=O | -9 | 8 | 0.0 | -1.2
O=C(NCCC1=CCCCC1)C1CCC(CNc2nc(=S)[nH]c3ccccc23)CC1 (stereo not given) | -8 | 1 | 0.1 | -2.4
O=C(NCCC(=O)N1CCNC1=O)OCc1ccccc1 | 12 | -6 | 0.7 | -1.0
CCOC(=O)C(CC)Oc1ccc2c(=O)c(-c3ccc(Cl)cc3)coc2c1 (stereo not given) | -13 | -29 | 0.0 | 1.0
CC(Oc1cccc(Cl)c1)c1nc(-c2ccncc2)no1 (stereo not given) | 14 | 1 | 0.6 | -1.2
NS(=O)(=O)c1ccc(NC2=C(Cl)C(=O)N(c3ccccc3F)C2=O)cc1 | 4 | 1 | 0.1 | -0.5
CC(C)n1c(N2CCN(C(=O)N3CCOCC3)CC2)nc2ccccc21 | 5 | -2 | 0.1 | 0.0
O=S(=O)(NCCc1ccccc1)c1ccc(-n2cnnn2)cc1 | 0 | -6 | -0.1 | 0.5
CCOc1cc(C=C2C(=O)N(C)C(=S)N(C)C2=O)cc([N+](=O)[O-])c1O | 6 | 7 | 0.3 | 2.7
Cc1nn(-c2ccccc2)c2nc(-c3cccs3)cc(C(=O)NN)c12 | -6 | 2 | 0.0 | 2.2
CC(=O)N1CCN(S(=O)(=O)c2cc3c4c(c2)CC(=O)N4CCC3)CC1 | 3 | 4 | 0.3 | 0.7
O=C1C(Cl)=C(NCC(F)(F)C(F)(F)C(F)(F)C(F)F)C(=O)c2ccccc21 | -1 | 7 | -0.6 | 0.3
Cc1ccc(CNc2nc(CN(C)CC3COCCO3)nc3ccccc23)cc1 (stereo not given) | -14 | -13 | 0.0 | 0.8
Cc1cn2c3c(=O)n(C)c(=O)n(C)c3nc2n1CCC(c1ccccc1)c1ccccc1 | -2 | 6 | -0.1 | -1.0
COc1ccc(N2C(=O)c3ccc(C(=O)OCC(=O)c4ccccc4)cc3C2=O)cc1 | -7 | 0 | 0.1 | 0.5
CCOC(=O)c1c(CNc2ccccc2)n(-c2ccccc2)c2cc(Br)c(OC)cc12 | 5 | 0 | -0.1 | -1.0
CC(=O)c1ccc(NC(=O)C2CC(=O)N(c3ccccc3)C2)cc1 (stereo not given) | 2 | -71 | 0.0 | -0.9
Cc1ccc(C(=O)N/C(=C\c2ccccc2F)C(=O)N(C)C)cc1 | 3 | 1 | -0.1 | 0.8
Cn1nccc1Nc1nc2ccc(C(=O)Nc3ccc(N4CCOCC4)cc3)cc2s1 | 0 | -9 | -0.4 | -0.8
CCOC(=O)c1c(NC(=O)c2ccccc2[N+](=O)[O-])sc(C)c1C | 7 | 3 | 0.6 | -1.1
NS(=O)(=O)c1ccc(CNC(=O)/C=C/c2ccccc2Cl)cc1 | 5 | -15 | 0.0 | 0.6
Cc1cccc(NC(=O)CSc2nnc(C)c(C)n2)c1C | 43 | 17 | 0.0 | 0.5
CC(=O)C1=C(C)Nc2ncnn2C1c1ccc(Cl)cc1Cl (stereo not given) | 12 | 2 | 0.8 | -0.4
COc1ccc(CNC(=O)CSc2nnc(-c3ccc([N+](=O)[O-])cc3)n2C)cc1 | 15 | 9 | 0.4 | -2.1
CC1CCCCC1NC(=O)c1cc(S(=O)(=O)N2CCCCC2)c[nH]1 (stereo not given) | 5 | 3 | -0.1 | -1.0
S=C1NC(c2ccccc2)=NCN1c1ccc(Br)cc1 | 1 | -26 | -0.1 | 2.2
CCCCN1C(=O)C(NC(=O)C2CC2)(C(F)(F)F)C2=C1CC(C)(C)CC2=O (stereo not given) | 20 | 5 | 0.1 | -0.4
COc1cccc(C(=O)NNC(=O)Cc2ccc(-c3ccccc3)cc2)c1 | -4 | 62* | 0.8 | 0.5
COc1ccc(-c2csc(NC(=O)COc3ccc(Cl)cc3)n2)cc1OC | -8 | 13 | -0.3 | 0.4
Cn1c2c(c(=O)n(C)c1=O)C(c1ccc(F)cc1F)C(C#N)=C(N)O2 (stereo not given) | 9 | 5 | -0.4 | -0.6
CCC1CN(CC(=O)NCCN(CC)CC)Cc2cc(OC)ccc2O1 (stereo not given) | 34 | -1 | 0.1 | -0.4

Reprinted at random: two compounds from above, in no set order.
SMILES | MITF inh | TEAD-YAP inh | FBW7 act | GPR151 ag
CCOC(=O)c1c(NC(=O)c2ccccc2[N+](=O)[O-])sc(C)c1C | 7 | 3 | 0.6 | -1.1
Cn1c2c(c(=O)n(C)c1=O)C(c1ccc(F)cc1F)C(C#N)=C(N)O2 (stereo not given) | 9 | 5 | -0.4 | -0.6

Some of the entries so far, with two lines to a compound:
Order of results – MITF inh	TEAD-YAP inh	FBW7 act	GPR151 ag
- COc1cccc(C(=O)NNC(=O)Cc2ccc(-c3ccccc3)cc2)c1
→ -4	62*	0.8	0.5
- Cn1c2c(c(=O)n(C)c1=O)C(c1ccc(F)cc1F)C(C#N)=C(N)O2 (stereo not given)
→ 9	5	-0.4	-0.6

Screening data from PubChem BioAssay.
